# Bioassay records from PubChem.
# Tn7 DDE FP = disrupts Tn7 cyclic peptide binding to fibrin D-Dimer-E complex | 370,000 compounds, 0.13% hits | inhibition, % at 8.3 µM | FP displacement of FITC-Tn7 peptide from fibrin DD(E); 0% = median of compound wells per plate | P02675;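 active = inhibition above the mean of compounds falling within the control limits plus 3 SD of them, cut at about 14% in these data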;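 also: 0% = plate median of compound wells and 100% = 10 µM Aha-Tn7 peptide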
# Target sequence (P02675 whole entry, looked up): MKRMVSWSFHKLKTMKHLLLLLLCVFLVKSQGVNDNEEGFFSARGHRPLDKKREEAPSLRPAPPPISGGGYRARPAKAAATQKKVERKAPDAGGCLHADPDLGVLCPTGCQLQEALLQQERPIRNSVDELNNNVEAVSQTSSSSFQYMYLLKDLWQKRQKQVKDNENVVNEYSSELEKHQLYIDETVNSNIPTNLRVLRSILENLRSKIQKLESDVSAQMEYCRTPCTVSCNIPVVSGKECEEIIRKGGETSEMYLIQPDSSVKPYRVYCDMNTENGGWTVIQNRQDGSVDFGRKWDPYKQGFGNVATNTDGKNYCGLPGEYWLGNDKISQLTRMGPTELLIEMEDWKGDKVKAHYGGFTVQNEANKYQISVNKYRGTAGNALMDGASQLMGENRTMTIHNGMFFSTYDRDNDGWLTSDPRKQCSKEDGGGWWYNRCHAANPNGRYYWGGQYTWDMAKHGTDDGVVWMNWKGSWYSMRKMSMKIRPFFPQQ
#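 Assay system: Human clot-derived fibrin DD(E) complex | Buffer or medium: Tris/NaCl/CaCl2 buffer, pH 7.8 | Repeats: One replicate per compound | Benchmarks: Aha-Tn7 high control | Measure: % inhibition scaled between sample-field median and high-control FP | Schedule: 10 min plus 3 h, room temperature | Signal: Fluorescence polarization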
# ARFGAP1 inhibitor = inhibitors of rat ARFGAP1; Q62848; Arfgap1-stimulated ARF1 GTP hydrolysis, GDP FP detection; inhibition, % at 16.5 µM; 360,000 compounds, 0.26% hits;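 active = inhibition above a per-plate limit, mean inhibition of low control wells plus 3 SD, cut at about 25% in these data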;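 also: 0% = DMSO wells with enzyme and 100% = wells lacking Arfgap1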
#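 System: truncated rat Arfgap1 GAP domain / Medium: HEPES-based buffer, pH 7.5 / Also added: N-terminally truncated human ARF1-GTP substrate / Incubation: enzyme reaction 120 min at 25 °C after 20 min preincubation / Measured by: FP of antibody-bound GDP Alexa 633 tracer, ex 620/em 688 nm / Replicates: singlicate, each compound tested once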
# LEDGF integ inh = blocks HIV-1 LEDGF/p75-dependent DNA integration | TR-FRET IN-LEDGF/p75 DNA integration, Eu/Cy5 | AID 743269 | 370,000 compounds, 0.64% hits | inhibition, % at 3.7 µM;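 active = inhibition above the screen-wide mean plus 3 SD, cut at about 13% in these data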;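 also: signal is the Cy5 over europium emission ratio at 671 and 618 nm; 0% = plate median of compound wells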
# proKLK7 act = activators of human kallikrein-7 zymogen | activation, % at 7 µM | purified proKLK7, EDANS-DABCYL substrate fluorescence; 100% is mature enzyme control, 0% vehicle | 370,000 compounds, 0.9% hits;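 active = activation above the mean of all tested compounds plus 3 SD, computed per campaign excluding outliers beyond control limits, cut at about 13% in these data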
# TDP2 absorb = blocks human TDP2 phosphodiesterase activity | O95551 | 370,000 compounds, 0.34% hits | recombinant TDP2, T5PNP hydrolysis, p-nitrophenol absorbance 415 nm | inhibition, % at 12.8 µM;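 active = inhibition above the mean of all tested compounds plus 3 SD, set per campaign, cut at about 25% in these data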;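 also: 0% = DMSO with enzyme and 100% = buffer with substrate but no TDP2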
#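 Material: recombinant human TDP2; quantity: TDP2 enzyme at 120 nM final; medium: Tris-HCl pH 7.5 with MgCl2; compound: single concentration, 12.8 µM nominal, with 1% DMSO; incubation: 2 h enzyme incubation at 37 °C; signal: epi absorbance; measure: percent inhibition; benchmarks: high control without enzyme, low control DMSO plus TDP2; repeats: singlicate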
# ADAM17 inh = ADAM17 inhibition, QFRET primary screen; P78536; recombinant ADAM17, EDANS/DABCYL FRET peptide cleavage; 370,000 compounds, 0.83% hits; inhibition, % at 6.95 µM;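 active = inhibition above the mean of compounds lying between control limits plus 3 SD, set per campaign, cut at about 8.5% in these data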;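 also: 0% = DMSO-only wells as the low control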
# DDE Tn6 FP inh = disrupts Tn6 cyclic peptide binding to fibrin D-Dimer-E complex | P02675 | Fibrin DD(E) TRITC-Tn6 fluorescence polarization displacement | inhibition, % at 8.3 µM | 370,000 compounds, 0.21% hits | AID 720509;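 active = inhibition above a per-campaign cutoff: mean of compounds within control limits plus 3 SD, cut at about 15% in these data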;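 also: 0% = median of all compound wells on the plate and 100% = blocking peptide control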
# PLCg1 inh = PLC-gamma1 (human) inhibition, primary screen; P19174; purified PLC-gamma1, fluorogenic substrate, fluorescence; inhibition, % at 12.2 µM; 370,000 compounds, 0.84% hits; in the data active = inhibition above about 9.5%
# ADAM10 inh = ADAM10 inhibition, QFRET primary screen | recombinant ADAM10, EDANS/DABCYL FRET peptide cleavage, 3 h | inhibition, % at 7 µM | 370,000 compounds, 0.62% hits;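 active = inhibition above a per-campaign cutoff equal to the mean of compounds falling between control-based bounds plus 3 SD, cut at about 20% in these data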;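 also: 0% = DMSO wells while the 100% control is not disclosed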
# Target sequence (O14672 214-748 limits assumed): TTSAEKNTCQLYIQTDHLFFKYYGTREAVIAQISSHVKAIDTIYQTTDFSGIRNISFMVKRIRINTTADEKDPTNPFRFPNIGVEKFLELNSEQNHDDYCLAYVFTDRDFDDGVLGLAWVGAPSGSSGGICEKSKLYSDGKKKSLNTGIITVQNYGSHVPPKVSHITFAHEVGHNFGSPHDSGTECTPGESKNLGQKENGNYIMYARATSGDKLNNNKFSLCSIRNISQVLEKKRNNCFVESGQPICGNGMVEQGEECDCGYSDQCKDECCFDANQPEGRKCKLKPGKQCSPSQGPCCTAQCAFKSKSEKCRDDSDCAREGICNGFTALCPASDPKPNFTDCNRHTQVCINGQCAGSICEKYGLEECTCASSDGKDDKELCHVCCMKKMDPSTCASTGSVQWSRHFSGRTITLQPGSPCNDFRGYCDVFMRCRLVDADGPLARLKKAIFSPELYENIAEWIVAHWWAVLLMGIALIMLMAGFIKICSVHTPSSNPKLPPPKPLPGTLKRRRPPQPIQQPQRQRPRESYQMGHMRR
# ASAP1 GAP inh = inhibitors of human ASAP1 ArfGAP activity | Q9ULH1 | ASAP1-stimulated ARF1 GTP hydrolysis, GDP FP detection | inhibition, % at 16.5 µM | 360,000 compounds, 0.19% hits; in the data active = inhibition above about 25%;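 also: 0% = vehicle with enzyme and substrate and 100% = no enzyme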
# Active calls of the source: *; i = inactive; · = not tested or not shown.
SMILES,Tn7 DDE FP,ARFGAP1 inhibitor,LEDGF integ inh,proKLK7 act,TDP2 absorb,ADAM17 inh,DDE Tn6 FP inh,PLCg1 inh,ADAM10 inh,ASAP1 GAP inh
O=C(C1=C(O)C(=O)N(c2ncccn2)C1c1cccc(Cl)c1)c1ccco1 (stereo not drawn),-2,-2,6,-3.6,11,-13,0,-186,-26,-10
N#Cc1cc2c(=O)n3ccccc3nc2n(CCCn2ccnc2)c1=N,-9,5,2,5.5,-4,-199,5,-177,i,-11
Cc1ccc(Nc2ncnc3c2cnn3C)cc1,6,14,7,-0.1,1,-1,1,-1,-9,-1
Cn1cnc2c1c(=O)[nH]c(=O)n2Cc1ccccc1,1,-16,3,-0.3,11,-2,-2,-1,-2,8
Fc1ccc(-c2ncc3ccccn23)cc1,4,2,-1,-1.3,2,-43,9,-85,-116,-1
O=P(COCCOCCOCP(=O)(c1ccccc1)c1ccccc1)(c1ccccc1)c1ccccc1,1,3,-5,-0.7,-12,-8,-5,-2,-3,7
Cc1c(C)n(CC(O)CN(CCO)CCO)c2ccccc12 (stereo not drawn),-1,5,3,-0.3,5,-1,6,-3,-6,3
Cc1cccc(NC(=O)C(C)Oc2ccc(C)nc2[N+](=O)[O-])c1 (stereo not drawn),9,2,2,0.1,9,0,5,3,3,-9
COc1cc(C(=O)NNC(=O)Cc2cccs2)cc(OC)c1OC,2,9,2,0.1,4,-1,-4,1,-1,-10
CC1CCCN(S(=O)(=O)c2ccc(NC(=O)Cn3nnc(-c4ccccc4F)n3)cc2)C1 (stereo not drawn),3,-7,-2,-0.4,-6,10*,-11,0,17,11
COc1ccc(C(=O)Nc2ccc(Cl)cc2C(=O)N2CCOCC2)cc1,5,2,-3,0.7,5,-3,-2,2,-1,-19
CCc1c(C)c2cc(Cl)c(O)c(CN(CC)CC)c2oc1=O,-6,-2,6,53*,-7,i,-3,i,i,21
Cc1ccc(-c2cc(C(=O)N3CCCCCC3)no2)cc1,0,-8,-2,-0.2,9,-2,-7,0,5,-3
CCOC(=O)N1CCC(N2Cc3cccc(C(=O)NCc4ccccc4OC)c3C2=O)CC1,-9,13,-5,-0.2,-5,-2,0,2,3,-4
Cc1ccc(S(=O)(=O)N(c2ccccc2)C2CCS(=O)(=O)C2)cc1 (stereo not drawn),-2,8,-3,-0.5,-4,-1,-1,3,8,0
c1cc(Nc2ncnc3sccc23)cc(-c2nnc3n2CCCCC3)c1,-7,-3,-1,-0.4,-8,-4,-1,-4,-14,-10
COc1ccc(C2N(Cc3ccccc3)CC(=O)N2/N=C(\C)c2ccccc2)cc1 (stereo not drawn),-8,3,3,0.1,0,-1,-4,2,5,11
Cc1coc2cc3oc(=O)c(CCC(=O)O)c(C)c3cc12,0,-7,2,6.5,12,-62,-1,-127,-192,9
Cc1cc(/C=C2\SC(=O)N(C)C2=O)c(C)n1-c1ccc(S(N)(=O)=O)cc1,1,1,9,0.2,4,-3,-7,-7,-5,4
O=Cc1ccc2c(c1)OCCOCCOCCOCCO2,-1,15,2,-0.3,5,-4,-2,-1,-16,-22
O=C(N[C@H](C(=O)N1CCC[C@H]1C(=O)NC1CCCC1)C1CCCCC1)c1cccs1,-1,7,0,0.0,-6,0,0,3,-4,-13
CN(Cc1nccn1C)C(=O)C1CCC(=O)N(CCc2ccc(Cl)cc2)C1 (stereo not drawn),1,-7,1,1.0,-15,1,2,-1,-1,-13
O=c1/c(=C/c2ccccc2)sc2nnc(-c3cccs3)n12,-6,-7,5,-0.1,0,0,2,0,3,5
O=C(O)c1cnn2c(C(F)(F)F)cc(-c3ccccc3)nc12,-2,-9,7,-0.6,-15,2,2,-64,-21,-1
COc1cccc(CNC(=O)CCS(=O)(=O)c2ccc3c(c2)NC(=O)CS3)c1,4,0,6,0.5,-21,8.7*,-2,3,1,-5
Cc1ccc(S(=O)(=O)N(CC(=O)NCCSC2CCCCC2)c2ccccc2F)cc1,1,14,0,0.2,-3,2,4,0,8,0
O=C(Nc1nc2c(s1)C(=O)CCC2)c1ccccc1,-2,1,2,0.5,12,-2,8,-2,-4,2
O=C(N/N=C/c1ccc(N2CCOCC2)s1)c1ccc(O)cc1,-4,0,-1,-39,-7,-9,-7,-103,-51,2
CN(Cc1ccccc1)C1=CC(=[N+]2CCCCC2)CC(C)(C)C1,-9,-3,1,0.4,10,2,9,8,6,10
Cc1cccc(N(CC(=O)N=Nc2c(O)[nH]c3ccccc23)S(C)(=O)=O)c1C,8,-3,1,0.5,13,1,7,2,10,4
Cc1ccccc1NC(=O)COC(=O)CC1CCCC1,6,-6,1,0.4,0,-2,5,-1,-3,-11
CCN(CC)CC(=O)c1c[nH]c2ccccc12,0,-2,2,0.2,5,-7,6,-4,-6,3
O=C(Cn1c(=O)n(Cc2ccco2)c(=O)c2ccccc21)NCC1CCCO1 (stereo not drawn),2,0,3,0.5,2,-7,-2,-2,-5,4
O=C(OC1Cn2c(=O)ccc(=O)n2C1)c1ccc([N+](=O)[O-])cc1,6,11,-2,-0.7,10,-1,1,1,3,-6
CC(=O)C1=C(C)N(Cc2ccc(Cl)cc2)C(=S)NC1c1ccc(Cl)cc1 (stereo not drawn),-5,10,-2,0.4,-2,6,-5,8,1,4
CC(C)/C=C/CN1CCN(CCCc2ccccc2)C(CCO)C1 (stereo not drawn),2,3,-1,-0.2,-1,-2,-4,1,5,4
Brc1ccc(-c2nn3c(Cc4ccccc4)nnc3s2)o1,9,7,-2,-0.1,6,-6,8,0,1,-3
O=C(CCC1CCN(Cc2ccccc2O)CC1)NC1CC1,-9,-10,-1,-0.5,-12,0,11,-2,7,9
O=C(COc1ccc(-c2ccccc2)cc1)NN=C1CCCC1,8,7,-3,0.1,6,-3,-1,-2,3,-10
O=C(CN(c1ccc(F)cc1)S(=O)(=O)c1ccc2c(c1)OCCO2)Nc1ccc2c(c1)OCO2,4,27*,-1,0.7,-12,2,-2,0,12,14
COc1ccc(Cn2ccc3ccc(-c4ccc5ccn(C(=O)C6CC6)c5c4)cc32)cc1,-7,·,5,-5.1,-6,-17,-5,-280,-57,·
COc1ccccc1OCCn1c(=S)[nH]c2ccccc21,3,0,-6,-0.1,-4,-2,-2,-1,-5,7
Cc1noc(C)c1S(=O)(=O)N(CC(=O)N1CCn2c1nc1ccccc12)c1ccc(C(C)C)cc1,2,4,3,-0.2,0,2,0,4,2,11
COc1ccc(Br)cc1CN(C)C(=O)CNC(=O)c1ccc2ccccc2c1,1,0,-1,0.4,3,3,-8,-3,1,6
CC(=O)c1c(C)oc2ccc(NS(=O)(=O)c3ccc(C(=O)O)cc3)cc12,5,12,0,-0.2,-2,-3,-9,-20,-3,-9
CC(=O)c1ccc2noc(-c3cccc(C)c3)c2c1,-4,5,0,1.7,-5,-27,3,-66,-106,-14
COC(=O)[C@]12CCCCC=C1N(CCC1=CCCCC1)C(=O)[C@H](CC(=O)NCCC(C)C)C2,-4,12,-3,-0.2,-11,4,-2,9,-7,-9
CC(=O)Nc1cccc(NC(=O)c2cc3ccccc3o2)c1,1,0,1,0.6,-5,4,-3,9.7*,7,-3
Cn1c(=O)c2cc(NC(=O)CCc3cccnc3)ccc2n1Cc1cccc(C(F)(F)F)c1,-5,4,1,5.5,8,-444,5,-267,i,-5
CCN1CCN(C(=O)CCNC(=O)Cn2ccc3ccccc3c2=O)CC1,1,-2,0,0.0,-4,-2,9,-1,-10,12
O=C1NCCN/C1=C\C(=O)c1ccccc1,2,-1,1,0.1,4,0,2,1,-5,-2
COc1ccccc1CNC(=O)COC(=O)c1cc(=O)[nH]c2ccccc12,4,-1,6,-23,-9,-36,2,-141,-134,1
CC(C)c1ccc(NC2CCCN(C(=O)CCn3cnnn3)C2)cc1 (stereo not drawn),0,-4,-5,0.1,-2,-1,-1,0,-7,-3
Cc1ccc(S(=O)(=O)N2CCOCC2)cc1C(=O)OC(C)C(=O)NC1CCCC1 (stereo not drawn),6,-2,-8,-0.4,9,-2,6,-2,-8,-7
O=C(N1CCCC1)C(F)(F)Oc1ccc(F)cc1,-3,-6,-3,-0.5,0,2,-4,0,1,-14
CCOc1ccccc1NC(=O)CC1NCCNC1=O (stereo not drawn),4,-7,-4,0.7,13,-2,4,1,0,-2
CCc1nnc(NC(=O)c2nc3nc(C)cc(C)n3n2)s1,-1,2,0,-0.6,3,0,7,3,2,-3
O=[N+]([O-])c1cccc(Nc2nc(Cl)nc(Cl)n2)c1,3,3,-1,0.3,12,-2,5,4,2,4
COc1ccc(OC)c(NC(=O)C2CC(C)=C(C)CC2C(=O)O)c1 (stereo not drawn),-1,11,1,-0.6,-10,11*,-2,7,19,16
CC(=O)c1cccc(NC=C2C(=O)OC3(CCCCC3)OC2=O)c1,-1,1,-1,0.6,-8,2,4,4,8,-15

# Structures shown so far that have a nitro group on carbon, in the order listed:
SMILES,Tn7 DDE FP,ARFGAP1 inhibitor,LEDGF integ inh,proKLK7 act,TDP2 absorb,ADAM17 inh,DDE Tn6 FP inh,PLCg1 inh,ADAM10 inh,ASAP1 GAP inh
Cc1cccc(NC(=O)C(C)Oc2ccc(C)nc2[N+](=O)[O-])c1 (stereo not drawn),9,2,2,0.1,9,0,5,3,3,-9
O=C(OC1Cn2c(=O)ccc(=O)n2C1)c1ccc([N+](=O)[O-])cc1,6,11,-2,-0.7,10,-1,1,1,3,-6
O=[N+]([O-])c1cccc(Nc2nc(Cl)nc(Cl)n2)c1,3,3,-1,0.3,12,-2,5,4,2,4

# (listing goes on)
SMILES,Tn7 DDE FP,ARFGAP1 inhibitor,LEDGF integ inh,proKLK7 act,TDP2 absorb,ADAM17 inh,DDE Tn6 FP inh,PLCg1 inh,ADAM10 inh,ASAP1 GAP inh
CCOC(=O)c1ccc(NC(=O)c2ccccc2)cc1,-4,6,-1,0.1,-3,-2,-3,4,0,15
O=C(NCCc1c[nH]c2ccccc12)/C(=C/c1cccnc1)NC(=O)c1ccco1,6,4,3,0.0,14,-2,6,3,0,-4
CC1(Oc2ccc(Cl)cc2)CCN(Cc2ccc(-c3ccccn3)cc2)C1 (stereo not drawn),-2,-3,0,0.3,4,-3,11,-1,-3,0
COc1cc(-c2cc(C(F)(F)F)n3ncc(C(=O)O)c3n2)cc(OC)c1OC,6,-1,-1,0.1,-6,1,-5,-62,4,-17
Brc1ccc(/C=N/Nc2nc3ccccc3o2)cc1,-3,12,3,-0.3,-3,0,6,-1,13,9
